Source: PubChem (National Center for Advancing Translational Sciences (NCATS))
HADH2 inhib – blocks human hydroxyacyl-CoA dehydrogenase type II | recombinant HADH2, NADH fluorescence, beta-hydroxybutyryl-CoA | Potency, µM (top dose mostly 57.1 µM), inactives show at the top dose activity change, negative = inhibition, usual class: inhibitors | 73,000 compounds, 3.4% hits | AID 886; note: potency is the fitted concentration of half-maximal effect; % is set by controls: 0 for no effect and ±100 for the full control effect; nearly all actives have a fitted effect of over 60% in size; many of its hits are not listed in these tables
Target sequence (Q99714 whole entry, looked up, one chain of several): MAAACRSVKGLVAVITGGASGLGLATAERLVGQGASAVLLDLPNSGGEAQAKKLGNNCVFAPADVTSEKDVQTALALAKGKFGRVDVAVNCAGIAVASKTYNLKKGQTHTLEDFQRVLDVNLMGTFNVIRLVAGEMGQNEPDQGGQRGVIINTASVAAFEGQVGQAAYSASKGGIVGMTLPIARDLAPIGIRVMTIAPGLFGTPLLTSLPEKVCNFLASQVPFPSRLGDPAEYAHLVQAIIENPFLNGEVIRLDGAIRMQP
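Buffer 100 mM Tris-HCl pH 9.0/0.01% Tween-20; HADH2 20 nM; NAD+ 1 mM; beta-hydroxybutyryl-CoA 90 uM (all final). 15 min cpd preincubation, RT.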
CRE-bla Fsk – alters forskolin-stimulated CRE reporter signaling in CHO cells | AID 662 | 71,000 compounds, 2.5% hits | CHO CRE-bla reporter (cAMP response element driving beta-lactamase), forskolin EC10, beta-lactamase ratio | Potency, µM (titrated, usually from 38.2 µM), without a hit: at the top dose activity change, negative = inhibition, actives largely listed as activators; active = well fitted activation curve with a large enough effect in the signal ratio, with a control signal flat, not every such curve was filed as active; inconclusive = small, poorly fitted or top-dose-only effect, or effect the other way, or a change in a side signal; the % refers to the signal ratio; note: potency is the fitted concentration of half-maximal effect; % of control where 0% means no effect
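Beta-lactamase reporter under a cAMP responsive element in CHO cells; compounds tested in titration series against EC10 NKH 477, 3 h at 37 °C. Read-out: CCF4 FRET ratio 460nm/530nm (excitation 405nm) giving %Activity, fitted to AC50.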
USP2a inhib – inhibitors of human ubiquitin-specific protease USP2a. O75604. USP2a enzymatic assay, qHTS inhibition. Potency, µM (highest dose often 38.3 µM), for the others: top-dose activity change, negative = inhibition, actives largely listed as inhibitors. 60,000 compounds, 0.1% hits;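 note: potency is the fitted concentration of half-maximal effect; nearly all actives have a fitted effect of over 60% in size; plate controls were DMSO for no effect and NEM full inhibition control for full effect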
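Coupled readout: USP2-cleaved Ub-PLA2 (20nM final) turns over NBD C6-HPC (20uM final), Ex 460nm/Em 535nm after 2.5 h, time-zero read flagging artifacts. Enzyme (20nM final, pH 8.0 Tris) given 30 min RT with compound first; NEM defines full inhibition.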
Hsp90 Hop PPI – changes Hsp90-Hop TPR2A binding signal, up or down. AID 595. Potency, µM (titrated, usually from 57 µM), for inactives: at the top dose activity change, negative = inhibition. AlphaScreen TPR2A-His6 binding biotin-Hsp90 C-terminal peptide. 71,000 compounds, 0.44% hits; active = well fitted curve in either direction with a large enough effect; inconclusive = small, poorly fitted or top-dose-only effect, or another doubt; note: potency is the fitted concentration of half-maximal effect; % is set by controls: 0 for no effect and ±100 for the full control effect; many of its hits are not listed in these tables
BRCT inh green – blocks human BRCA1 BRCT binding to phosphopeptide, green readout. P38398. 75,000 compounds, 0.05% hits. Potency, µM (titrated, usually from 76.9 µM), for inactives: top-dose activity change, negative = inhibition, most hits filed as inhibitors. BRCA1 BRCT-phosphopeptide binding, green fluorescence polarization;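 note: potency is the fitted concentration of half-maximal effect; plate controls were peptide without protein for full effect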
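Fluorescence polarization: His-tagged BRCT (~35 kDa BRCA1 C-terminus, 250 nM) bound to 100 nM fluorescein-labeled phosphorylated 10-aa BACH1 peptide, pH 7.3 phosphate buffer with DTT and Tween 20. Compounds incubated 12 min at room temperature; inhibition read as lowered polarization.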
ALOX15 inhib – blocks human 15-lipoxygenase activity | P16050 | purified 15hLO-1, xylenol orange hydroperoxide absorbance | Potency, µM (top dose mostly 57.1 µM), inactives show at the highest dose activity change, negative = inhibition, actives largely listed as inhibitors | 74,000 compounds, 1.4% hits | AID 887; note: potency is the fitted concentration of half-maximal effect; % is set by controls: 0 for no effect and ±100 for the full control effect; nearly all actives have a fitted effect of over 55% in size
Target sequence (P16050 whole entry, looked up): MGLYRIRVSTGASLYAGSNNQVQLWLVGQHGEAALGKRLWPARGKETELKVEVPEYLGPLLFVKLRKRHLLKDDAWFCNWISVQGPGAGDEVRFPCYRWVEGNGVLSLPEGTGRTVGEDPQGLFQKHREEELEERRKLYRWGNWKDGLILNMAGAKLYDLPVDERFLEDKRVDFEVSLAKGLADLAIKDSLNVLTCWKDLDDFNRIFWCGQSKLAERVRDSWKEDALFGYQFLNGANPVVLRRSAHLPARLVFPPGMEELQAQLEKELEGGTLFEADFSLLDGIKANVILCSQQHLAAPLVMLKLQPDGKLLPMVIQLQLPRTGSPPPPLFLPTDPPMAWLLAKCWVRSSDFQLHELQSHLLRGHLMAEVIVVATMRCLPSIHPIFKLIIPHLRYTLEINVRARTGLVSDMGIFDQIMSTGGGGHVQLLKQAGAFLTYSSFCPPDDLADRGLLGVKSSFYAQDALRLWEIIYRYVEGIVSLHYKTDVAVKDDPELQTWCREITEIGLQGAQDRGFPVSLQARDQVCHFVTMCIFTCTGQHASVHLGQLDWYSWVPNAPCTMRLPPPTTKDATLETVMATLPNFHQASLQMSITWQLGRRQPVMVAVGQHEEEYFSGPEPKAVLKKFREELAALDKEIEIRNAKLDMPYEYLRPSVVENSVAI
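Purified human 15hLO-1 (40 nM) in 25 mM Hepes pH 7.5, 0.01% Triton X-100, preincubated 15 min RT with compound, then 50 uM arachidonic acid for 6 min. Hydroperoxide read by ferrous/xylenol orange, 30 min; 573/405 nm absorbance ratio gave progress.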
UbGFP stabilizer – ubiquitin-GFP accumulation via proteasome inhibition. Ubiquitin-GFP reporter cells, proteasome inhibition, GFP fluorescence; response scale: untreated = 0%, 10 µM MG-132 = 100%. Potency, µM (highest dose often 45.9 µM), inactives show at the highest dose activation (GFP accumulation), usual class: activators. 67,000 tested, under 10 active. AID 526; active = well fitted activation curve with a large enough effect, not every such curve was filed as active; inconclusive = small, poorly fitted or top-dose-only effect, or another doubt; inactive = no such curve, though single readings can be large or run the other way; note: potency is the fitted concentration of half-maximal effect
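Proteasome block read as GFP accumulation: ubiquitin(G76V)-GFP U2OS cells exposed to compound (2.9 nM–46 uM) for 4 hr at 37 C. Normalization used untreated cells as 0% and 10 uM MG-132 as 100%; concentration-response curves fitted.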
HBB splice mod – alters splicing of the hemoglobin beta chain; HBB splicing reporter cell assay, activation; EGFP reporter with mutant IVS2-654 intron; response scale: normalised to 500 nM splice-correcting PNA; Potency, µM (series often up to 46.1 µM), without a hit: at the top dose activation, most hits filed as activators; 65,000 compounds, 0.06% hits; AID 925; note: potency is the fitted concentration of half-maximal effect; 0% is about no effect
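HeLa cells stably expressing EGFP interrupted by mutant beta-globin intron 2 (IVS2-654), 500/well in 2% FCS. Treated with compound for 2 days at 37C. Splicing correction scored as total well GFP intensity (488 nm excitation, 500-520 nm emission); 500 nM antisense PNA served as control.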
DNA Pol III inh – DNA polymerase III holoenzyme inhibition. reconstituted DNA polymerase III holoenzyme replication, biochemical. Potency, µM (titrated, usually from 57.1 µM), inactives show at the top dose activity change, negative = inhibition. 71,000 compounds, 0.25% hits. AID 603; note: potency is the fitted concentration of half-maximal effect; % is set by controls: 0 for no effect and ±100 for the full control effect
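Reconstituted *E. coli* holoenzyme (0.35 nM Pol III, 1 nM beta, 154 nM SSB, 2 nM primase) was preincubated with compound for 15 min at RT. Synthesis on 1.4 nM ssM13Gori ran 35 min, then was stopped with PicoGreen/EDTA and read as dsDNA fluorescence.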
Epigenetic mod – epigenetic GFP locus derepression in mouse cells | mouse C127i GFP locus derepression, cytometry, 30 h | 68,000 compounds, 0.09% hits | Potency, µM (doses to about 46.1 µM), for inactives: at the top dose GFP derepression (activation) | AID 597; note: % of control where 0% means no effect
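Derepression screen: silenced CMV-GFP reporter in murine C127i cells, 30 h compound incubation at 37 C, washed cells imaged by laser-scanning cytometer to enumerate GFP-expressing objects of 20 to 120 um.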
BRCT PPI red – BRCT-phosphoprotein interaction inhibition (red fluorophore). Potency, µM (highest dose often 76.9 µM), for the others: at the top dose activity change, negative = inhibition, hits mostly inhibitors. BRCT-phosphopeptide binding, red fluorescence polarization. 75,000 compounds, 0.03% hits. AID 892; note: % is set by controls: 0 for no effect and ±100 for the full control effect
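Rhodamine-labelled pBACH1 10-mer (100 nM) bound to BRCT domain (100 nM) at pH 7.3; compounds incubated 12 min room temperature, polarization read. Free peptide defines full inhibition; unlabelled decapeptide titrated as control.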
Active calls of the source: *; u = inconclusive; x = not tested or not shown; [ ] = dose if it differs, or a comment. Unless noted, calls come from the whole dose curve; as a rule, active = well fitted curve in the direction sought with a large enough effect; inconclusive = small, poorly fitted or top-dose-only effect, or another doubt; inactive = no such curve, though single readings can be large; an effect the other way counts as inactive or inconclusive. An excerpt; the hit share may differ from the screen's.

Every second line gives: DNA Pol III inh	UbGFP stabilizer	BRCT PPI red	Epigenetic mod	ALOX15 inhib	BRCT inh green	Hsp90 Hop PPI	USP2a inhib	HBB splice mod	CRE-bla Fsk	HADH2 inhib
CCC(C)OC(=O)C1=C(C)NC(=O)CC1c1ccccc1OC (configuration not stated)
    -5%	-11%	-1.2%	-4%	-14%	-5.4%	-2%	12%	0.2%	-23%	u
Cc1cccc(N2CCN(C(=O)C3CCN(S(=O)(=O)c4cccc5cccnc45)CC3)CC2C)c1 (configuration not stated)
    2%	-2%	0.7%	-3%	-16%	-1.1%	-12%	x	-0.4%	u	-7%
O=C(Nc1cccnc1)C1CC(c2ccc(Cl)c(Cl)c2)=NO1 (configuration not stated)
    -3%	-7%	-0.4%	2%	-25%	0.1%	2%	33%[activator]	-1.3%	12%	10%
CCc1ccc2nc(N3CCN(C)CC3)c(C#N)cc2c1
    -7%	5%	-0.4%	0%	2%	-1.1%	6%	2%	x	16%	9%
COc1cc(NC(=O)c2ncn[nH]2)cc(OC)c1OC
    -2%	4%	-0.2%	2%	5%	-1.3%	-25%	-4%	0.2%	15%	-7%
O=C(Nc1ccc(O)cc1)c1cc(S(=O)(=O)N2CCCC2)ccc1Cl
    -4%	3%	0.3%	2%	0%	-1.1%	0%	1%	-2.3%	-1%	-7%
Cc1ccccc1CSc1nnc(Cn2c(=O)sc3ccccc32)n1C
    -4%	-9%	0.9%	-2%	1%	-1.1%	0%	x	-0.7%	-7%	-2%
CCOC(=O)c1sc(NC(=O)c2cc(S(=O)(=O)N3CCOCC3)ccc2C)nc1C
    -2%	-6%	-0.4%	-1%	-8%	-0.7%	0%	17%	-0.9%	u	-6%
CCOc1ccc(NC(=O)C2CC=CCC2C(=O)O)cc1 (configuration not stated)
    0%	3%	0.0%	-3%	4%	-1.2%	0%	-3%	-1.1%	5%	-2%
CCCCc1cc2ccccc2c(OCCN(C)C)n1
    -7%[25.6 µM]	-3%[20.5 µM]	0.8%[34.4 µM]	-2%[20.6 µM]	5%[25.6 µM]	3.5%[34.4 µM]	-4%[26 µM]	13%[17.1 µM]	-0.5%[20.6 µM]	-7%[17.1 µM]	-5%[25.6 µM]
CCn1c(SCC(N)=O)nc2c1c(=O)n(C)c(=O)n2C
    -17%	-8%	-1.1%	-1%	1%	-2.5%	-1%	-7%	-1.7%	1%	4%
Cc1cc(N)c(-n2cc3c(=O)n(C)c(=O)n(C)c3c2)cc1C
    -14%	-3%	0.3%	3%	-15%	-1.3%	u	26%	1.7%	-6%	7%
CC(NC(=O)Nc1ccccc1O)(C(F)(F)F)C(F)(F)F
    -17%	3%	1.5%	2%	-19%	2.2%	-4%	4%	8.2%	u	-5%
COCCNC(=O)CCn1nc(-c2ccc(Cl)cc2)ccc1=O
    -1%	6%	-1.2%	9%	-2%	-1.7%	-4%	2%	2.3%[0.369 µM]	-6%	-6%
CCNc1nc(Oc2ccc(=O)[nH]n2)nc(SC)n1
    -3%	-1%	-1.5%	4%	1%	-1.6%	-1%	-5%	-0.1%	13%	-4%

Carrying on.
Every second line gives: DNA Pol III inh	UbGFP stabilizer	BRCT PPI red	Epigenetic mod	ALOX15 inhib	BRCT inh green	Hsp90 Hop PPI	USP2a inhib	HBB splice mod	CRE-bla Fsk	HADH2 inhib
CCOC(=O)C1=C(C)NC(=O)NC1c1cc2c(cc1Br)OCO2 (configuration not stated)
    -3%	-9%	-0.8%	1%	-1%	0.5%	-4%	10%	x	13%	3%
Cc1ccc(-c2nnc(SCc3ccccc3F)o2)cc1
    4%	15%	-0.9%	-2%	-17%	-3.1%	u	-23%	0.4%	10%	-23%
CC(=O)NC12CC3CC(C1)CC(C(=O)OCC(=O)NC(=O)c1cccn1C)(C3)C2
    -4%	2%	0.1%	0%	7%	-0.2%	-2%	6%	0.2%	u	17%
CN(Cc1ccncc1)C1CC(=O)N(c2ccc(Cl)cc2)C1=O (configuration not stated)
    0%	6%	-3.4%	0%	7%	-2.5%	-1%	-3%	-0.9%	4%	-9%
O=c1[nH]c(=O)n(Cc2ccco2)c2c1C(C(F)(F)F)(C(F)(F)F)N=C(C1CCCCC1)N2
    9%	1%	-0.3%	0%	12%	-0.7%	-9%	-2%	-2.0%	18%	2%
O=C(O)C1CCCCC1C(=O)NCCCCc1ccccc1 (configuration not stated)
    -4%	4%	0.5%	4%	10%	0.4%	1%	x	-0.2%[57.5 µM]	-5%	4%
CCSc1nc2ccccc2n1CC(=O)OC
    -3%	0%	1.1%	0%	-7%	1.2%	0%	-3%	-0.1%	-5%	u
O=C(Cc1ccccc1)Nc1ccc2oc(-c3cccnc3)nc2c1
    -21%	-1%	1.0%	2%	-7%	3.7%	-5%	35%[activator]	-1.9%	u	298%[activator]
CCOC(=O)c1c(C)oc2ccc(OCC(N)=O)cc12
    u	4%	-1.6%	5%	-5%	1.1%	-1%	2%	-0.1%[57.5 µM]	u	12%
Cc1ccc(S(=O)(=O)NCC(=O)N(CC(=O)NCc2ccccc2)CC2CCCO2)cc1 (configuration not stated)
    -1%	-4%	-0.8%	-3%	21%	0.2%	0%	0%	-0.2%[57.5 µM]	-15%	7%
CCCCn1c(-c2cc(Cl)ccc2OC)n[nH]c1=S
    6%	-3%	-1.0%	18%	-29%	0.2%	-2%	7%	-2.9%	-2%	-29%
Cc1nc2ccccc2c2oc(C(=O)N3CCN(C4CCCCC4)CC3)cc12
    -3%	-6%	0.0%	10%	11%	1.3%	0%	x	-1.2%	u	4%
Cc1sc2nc(CN(CCc3ccccc3)C(=O)c3ccco3)[nH]c(=O)c2c1C
    1%	-1%	-0.1%	3%	4%	-0.8%	-4%	3%	x	2%	8%
COc1ccc(Cc2nnc(SCC(=O)NCc3ccco3)o2)cc1
    1%	5%	-0.2%	-2%	-4%	1.0%	-3%	8%	-1.8%	u	-4%

An excerpt from above in order of count of non-hydrogen atoms, highest first:
Every second line gives: DNA Pol III inh	UbGFP stabilizer	BRCT PPI red	Epigenetic mod	ALOX15 inhib	BRCT inh green	Hsp90 Hop PPI	USP2a inhib	HBB splice mod	CRE-bla Fsk	HADH2 inhib
O=c1[nH]c(=O)n(Cc2ccco2)c2c1C(C(F)(F)F)(C(F)(F)F)N=C(C1CCCCC1)N2
    9%	1%	-0.3%	0%	12%	-0.7%	-9%	-2%	-2.0%	18%	2%
CC(=O)NC12CC3CC(C1)CC(C(=O)OCC(=O)NC(=O)c1cccn1C)(C3)C2
    -4%	2%	0.1%	0%	7%	-0.2%	-2%	6%	0.2%	u	17%
COc1ccc(Cc2nnc(SCC(=O)NCc3ccco3)o2)cc1
    1%	5%	-0.2%	-2%	-4%	1.0%	-3%	8%	-1.8%	u	-4%
CCOC(=O)C1=C(C)NC(=O)NC1c1cc2c(cc1Br)OCO2 (configuration not stated)
    -3%	-9%	-0.8%	1%	-1%	0.5%	-4%	10%	x	13%	3%
CCOC(=O)c1c(C)oc2ccc(OCC(N)=O)cc12
    u	4%	-1.6%	5%	-5%	1.1%	-1%	2%	-0.1%[57.5 µM]	u	12%
CCCCn1c(-c2cc(Cl)ccc2OC)n[nH]c1=S
    6%	-3%	-1.0%	18%	-29%	0.2%	-2%	7%	-2.9%	-2%	-29%
